# EBI2 block: EBI2 (human) antagonism | 0.81% of 360,000 active | AID 651636 | P32249 | inhibition, % at 5 µM | EBI2 beta-arrestin recruitment, luminescence, 7a,25-OHC stimulated; in the data active = inhibition above about 38%;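 note: enzyme fragment complementation signal reports receptor beta-arrestin coupling in cells; 0% = agonist plus DMSO wells and 100% = wells without agonist; some results beyond the cut were filed as inactive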
# Target sequence (P32249 whole entry, looked up, the tested form may be a part): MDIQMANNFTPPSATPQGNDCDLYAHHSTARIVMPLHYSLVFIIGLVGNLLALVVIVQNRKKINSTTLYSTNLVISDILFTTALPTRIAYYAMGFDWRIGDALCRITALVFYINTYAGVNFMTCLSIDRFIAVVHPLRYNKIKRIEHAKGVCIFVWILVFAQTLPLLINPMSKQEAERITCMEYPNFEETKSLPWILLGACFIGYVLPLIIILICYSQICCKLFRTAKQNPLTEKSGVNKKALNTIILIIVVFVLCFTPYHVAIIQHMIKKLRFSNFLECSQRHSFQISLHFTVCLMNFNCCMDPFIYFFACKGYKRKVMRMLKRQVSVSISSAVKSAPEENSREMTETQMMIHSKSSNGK
# Apaf1 inhib: inhibitors of human Apaf-1 apoptosome | 0.71% of 330,000 active | O14727 | AID 489030 | inhibition, % at 20 µM | reconstituted apoptosome caspase-3 activity, DEVD-Rh110 fluorescence; active = inhibition of at least 40% at 20 µM;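 note: plate controls were DMSO wells for no effect and DEVD-CHO caspase inhibitor wells for full effect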
#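 Medium: Hepes buffer, pH 7.5 / System: biochemical Apaf-1 apoptosome reconstitution / Measured by: Rh110 fluorescence, excitation 480 nm, emission 540 nm / Times: compound with Apaf-1, dATP, procaspase-3 30 min, then 50 min reaction, room temperature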
# UBC13 polyUb: human UBC13 polyubiquitination inhibition; P61088; UBC13 polyubiquitin chain formation, TR-FRET; inhibition, % at 20 µM; 0.47% of 330,000 active; in the data active = inhibition above about 45%, passing the limit was not always enough
# Jurkat NFkB inh: inhibitors of the PMA/ionomycin-induced NF-kB reporter in Jurkat cells | PMA/ionomycin-induced NF-kB luciferase reporter, luminescence | inhibition, % at 4 µM | 0.53% of 330,000 active | AID 435003
# SENP8 inh: SENP8 protease inhibition; Q96LD8; purified SENP8, Z-RLRGG-aminoluciferin cleavage, luminescence; inhibition, % at 10 µM; 1.2% of 330,000 active
# Target sequence (Q96LD8 whole entry, looked up): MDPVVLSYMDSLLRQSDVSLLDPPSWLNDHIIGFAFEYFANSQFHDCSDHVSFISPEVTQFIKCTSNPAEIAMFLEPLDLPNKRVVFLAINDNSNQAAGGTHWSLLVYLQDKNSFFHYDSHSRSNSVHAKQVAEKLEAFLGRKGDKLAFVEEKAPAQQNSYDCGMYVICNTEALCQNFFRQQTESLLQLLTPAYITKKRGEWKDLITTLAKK
# CCR6 antag: antagonists of human CCR6 receptor; inhibition, % at 20 µM; P51684; CHO-K1 CCR6 PathHunter beta-arrestin, luminescence, CCL20-stimulated; 0.49% of 340,000 active;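 active = compounds whose inhibition of the agonist-driven luminescence signal at 20 µM reaches about 50%, limit read from the data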;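 note: cells stimulated with CCL20 at 14 nM final; plate controls were DMSO with CCL20 for no effect and DMSO without agonist for full effect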
# Target sequence (P51684 whole entry, looked up): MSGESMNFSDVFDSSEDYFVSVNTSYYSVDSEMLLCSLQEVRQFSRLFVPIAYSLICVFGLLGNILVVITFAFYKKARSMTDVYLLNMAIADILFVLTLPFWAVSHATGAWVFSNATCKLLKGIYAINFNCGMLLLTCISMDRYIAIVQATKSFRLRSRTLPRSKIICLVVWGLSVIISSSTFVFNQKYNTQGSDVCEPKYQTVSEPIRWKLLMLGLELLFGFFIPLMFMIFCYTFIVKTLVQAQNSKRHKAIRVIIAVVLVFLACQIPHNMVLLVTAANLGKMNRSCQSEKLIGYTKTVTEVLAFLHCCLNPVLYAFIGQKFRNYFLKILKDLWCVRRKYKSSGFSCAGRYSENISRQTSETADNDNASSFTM
# Gli-Sufu block: antagonists of Gli-Sufu signaling | inhibition, % at 5 µM | 0.74% of 340,000 active | AID 588413 | Sufu-KO-LIGHT fibroblasts, Gli luciferase reporter luminescence;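 active = inhibition above about 55%, limit read from the data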;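 note: 0% = DMSO-treated cells and 100% = wells with medium but no cells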
# 697 NFkB inh: lowers PMA/ionomycin-induced NF-kB signal in 697 B cells; 697 B-cell NF-kB luciferase reporter, 16 h; 0.33% of 330,000 active; AID 435022; inhibition, % at 4 µM; in the data active = inhibition above about 35%
# Active calls of the source: *; . = not tested or not shown. Cut-off read from the data, not from the text of the source, unless noted: active = inhibition above about 50%; inactive = the rest. The list is partial; rates above refer to the full screens.
nr	SMILES	EBI2 block	Apaf1 inhib	UBC13 polyUb	Jurkat NFkB inh	SENP8 inh	CCR6 antag	Gli-Sufu block	697 NFkB inh
1	Cc1nn(C)cc1CN(C)C(=O)c1cc(-c2ccccc2)nc2ccc(Br)cc12	-21	13	12	18	-4	12	5	-8
2	C=CCOc1cccc(C2/C(=C(\O)c3ccc4c(c3)OCCO4)C(=O)C(=O)N2Cc2cccnc2)c1 (stereo not drawn)	-5	6	-24	-2	2	6	-1	-16
3	O=C(O)c1ccc(N=N/C(=N\Nc2ccc(C(=O)O)cc2)c2ccccc2)cc1	17	3	-95	21	10	49	-26	-35
4	O=C(CSc1nc(O)cc(=O)n1-c1ccccc1)Nc1ccc(Br)cn1	-4	-7	10	-10	-2	6	-8	20
5	COc1ccc(C2CC(C(F)(F)F)n3ncc(C(=O)NCC4CCCO4)c3N2)cc1OC (stereo not drawn)	0	1	-4	2	3	-6	7	6
6	Cc1cc(C)c(S(=O)(=O)N2CCCC2=O)c(C)c1N(C)S(C)(=O)=O	-4	2	-1	0	-2	-40	-4	-10
7	COc1ccc(CNC(=O)CN2CCN(C(c3ccccc3)c3ccccc3)CC2)cc1	14	21	2	-9	2	10	22	-48
8	Cc1[nH]nc2c1C(c1cccc(O)c1)C1=C(CC(C)(C)CC1=O)N2 (stereo not drawn)	9	11	-5	-17	-9	-7	8	-72
9	CS(=O)(=O)c1ccc2nc(NC(=O)c3ccc(N4CCCC4=O)cc3)sc2c1	-6	-20	39	1	-1	-2	-9	8
10	O=C(CSc1ncc(-c2ccc(F)cc2)[nH]1)N1CCCCC1	4	2	17	-20	-3	-12	-24	-35
11	Cc1cccc(NC(=O)c2cccc(C(=O)Nc3cccc(C)c3)c2)c1	-14	-3	3	8	-1	-3	-27	-47
12	COc1ccc(NC(=O)CCCCCN2C(=O)[C@@H]3Cc4ccccc4CN3C2=O)cc1Cl	4	10	0	3	-1	15	38	-14
13	COc1ccccc1N1CCN(C(=O)CSc2ccc3c(C)cc(C)nc3n2)CC1	-14	6	5	9	5	17	0	-1
14	N#Cc1cc2c(nc1SCC(=O)Nc1sc3c(c1C#N)CCC3)CCCC2	18	-1	20	-2	3	-17	-49	5
15	CSc1ccc(C#N)cc1NC(=O)c1ccccc1	1	-8	6	0	-2	14	6	7
16	CN(CC(=O)Nc1ccc(C#N)cc1)Cc1ccc(Cl)cc1Cl	18	24	11	6	-4	14	-5	8
17	CC(/C=C/c1ccccc1)=N/NC(=O)CCC(=O)Nc1ccccc1C	4	4	-7	10	-5	8	5	5
18	Cc1nc2c3ccccc3n(Cc3ccccc3F)c2s1	13	-2	5	10	0	12	3	-12
19	O=C(NC(=S)N1CCN(c2nc(-c3ccccc3)cs2)CC1)c1cncc(Br)c1	14	9	-2	16	-7	57*	3	0
20	CC1=C(C(=O)OC(C)C)C(C)C(C(=O)OC(C)C)=C(C)N1	8	-2	18	8	4	4	14	12
21	COC(=O)c1ccc(Cc2ccccc2)o1	-15	4	0	-7	-16	-9	-14	-8
22	CC(=O)N1c2ccc(S(=O)(=O)N(C)Cc3ccco3)cc2CC1C (stereo not drawn)	0	8	1	0	-22	1	-7	-34
23	CCCc1ccc(OCCNC(=O)c2ccccc2Br)cc1	2	19	-5	-33	7	5	-9	-55
24	Cc1cc(C)n(C)c(=O)c1C#N	-10	-3	12	2	5	9	-6	18
25	CC(C)CNC(=O)CC(c1ccccc1)c1c(O)ccc2ccccc12 (stereo not drawn)	15	26	8	2	1	15	4	-22
26	Cc1cc(Cl)ccc1OCCCC(=O)OCC(=O)Nc1cccc(S(N)(=O)=O)c1	-3	23	10	-8	-16	21	-6	5
27	CC(=O)Nc1cccc(C(=O)OC(C)C(=O)Nc2ccc(S(=O)(=O)N3CCCC3)cc2)c1 (stereo not drawn)	3	-6	4	14	6	18	-5	23
28	Nc1c(C(=O)NC2CCCCC2)nsc1C(=O)OCC(=O)NC1CCCCC1	14	8	-4	-7	-10	9	-19	-42
29	CCCCCCCC(=O)OCC(O)CO (stereo not drawn)	-7	9	-4	-6	-5	0	-3	8
30	COC(=O)[C@@]1(C)[C@H]2C(=O)N(C)C(=O)[C@H]2[C@H]2CN(C)C(=NC3CCCCC3)N21	-5	10	.	.	.	3	1	-3
31	O=C(Nc1cccc(C(F)(F)F)c1)C(SCCO)c1ccccc1 (stereo not drawn)	7	1	6	1	1	9	8	9
32	O=C(NCc1ccccn1)Nc1cccc(Cl)c1	-2	-23	3	-86	5	-2	-65	-103
33	O=C(NC1CC1)C1=C[C@H](c2ccc3c(c2)OCO3)C[C@H](OCc2ccc(CO)cc2)O1	-10	-2	-2	20	4	-3	-13	7
34	O=C(O)c1[nH]c2ccc(Cl)cc2c1CCN1C(=O)c2ccccc2C1=O	0	-14	12	3	1	0	-1	31
35	COc1cnc(SCCC(F)=C(F)F)[nH]c1=O	-1	-5	4	-6	-2	2	-2	17
36	O=C(COc1cccc(F)c1)N1c2ccccc2Sc2ccccc21	11	9	9	8	1	-5	-4	7
37	Cc1ccc(C)c(NC(=O)c2nnn(Cc3ccccc3C)c2N)c1	21	-2	1	7	-7	-44	10	18
38	COc1ccccc1C1CCN(Cc2ccccc2Cl)CC1	4	2	3	10	-3	24	-31	-3
39	COC(=O)c1ccc2[nH]c(C(C)(C)O)c(C)c2c1	-15	6	-9	-29	-6	-4	-21	-16
40	CSc1cc(-c2ccccc2)n(Cc2ccc(Cl)cc2Cl)c(=O)c1C#N	8	-5	10	11	-1	2	10	18
41	CN(c1ccc(OCC(=O)NC2=NCCS2)cc1)S(=O)(=O)c1ccc(F)cc1	-2	-2	-8	-10	-5	15	0	-2
42	O=C(CSc1nc(-c2ccccc2)cs1)NCCN1C(=O)CSC1=O	-1	-21	18	-25	-2	-3	-16	1
43	O=S(=O)(c1ccc(F)cc1)N1CCN(Cc2cc3c(cc2Br)OCCO3)CC1	10	15	1	-3	-15	4	9	-18
44	O=C(CN1CCN(C(=O)c2cncn2-c2ccc(F)cc2)CC1)Nc1ccccc1C(F)(F)F	3	-1	6	18	-4	7	6	20
45	Fc1ccc(-c2csc(-c3ccccn3)n2)cc1F	5	-10	2	-42	32	1	-44	-28
46	C=CCNC(=O)CSc1nc2cc(C(=O)OCC)ccc2n1CC	-4	-4	-1	-1	-6	-17	0	4
47	O=C(CSc1ncccn1)Nc1cc(Cl)ccc1[N+](=O)[O-]	-11	5	0	-16	2	-20	-1	22
48	COC(=O)c1c(-c2ccc(OC)cc2)oc2ccc(-c3cc(OC)c(OC)c(OC)c3)cc12	19	3	52*	7	-9	2	8	-7
49	Cc1csc(NC(=O)c2ccc(N3CCCC3=O)cc2)n1	7	-3	1	-24	63*	12	-25	-67
50	N#Cc1ccccc1S(=O)(=O)N1CCN(c2ccc(S(=O)(=O)N3CCOCC3)cn2)CC1	-7	1	4	-4	3	17	1	4

# Next results:
nr	SMILES	EBI2 block	Apaf1 inhib	UBC13 polyUb	Jurkat NFkB inh	SENP8 inh	CCR6 antag	Gli-Sufu block	697 NFkB inh
51	O=C1NCCCCC1NS(=O)(=O)c1cccc(C(F)(F)F)c1 (stereo not drawn)	13	-2	2	-3	-3	-3	2	10
52	CCN(CC)S(=O)(=O)c1cccc(NC(=O)CN2C(=O)NC3(CCC(C)CC3)C2=O)c1 (stereo not drawn)	2	5	0	34	2	4	4	13
53	O=c1oc2ccccc2c2c1nnn2CCO	-5	-13	15	10	-1	-7	2	-14
54	CC(OC(=O)C1=COCCO1)C(=O)Nc1ccc(Cl)cn1 (stereo not drawn)	-7	-3	3	11	5	15	1	3
55	COc1ccc2oc(=O)cc(CN3CCN(Cc4ccc(OC)c(OC)c4OC)CC3)c2c1	-11	7	0	0	0	12	16	0
56	C=CCn1c(SCc2nc3cc(C(F)(F)F)ccc3c(=O)[nH]2)nc2sc(CC)cc2c1=O	1	21	-8	-21	1	11	1	7
57	CN(C)c1ccc(/C=N/NC(=S)NCc2ccco2)cc1	19	21	10	-26	-4	3	-10	0
58	O=C(Nc1cccc(F)c1)Nc1ccc2c(c1)OCO2	9	0	-2	-89	85*	2	-83	-107
59	O=C(Nc1ccc(Cl)cc1)Nc1ccc(Br)cn1	-12	3	0	-46	-5	-1	-43	-71
60	Cc1cccc(NC(=O)Nc2c(C)[nH]c(=O)[nH]c2=O)c1C	-4	11	-5	1	-12	-3	-2	-2
61	C=CCn1c(SCc2nc3sc(C(=O)O)c(C)c3c(=O)[nH]2)nnc1-c1ccc(C(C)(C)C)cc1	7	-4	-6	3	1	-1	-7	15
62	O=C(Nc1ccccc1)c1cccc(N2C(=O)C3C4C=CC(C4)C3C2=O)c1 (stereo not drawn)	7	-3	-1	-2	-13	-2	-14	-50
63	N=C1C(c2ccccc2)=C(O)CN1c1cccc(S(N)(=O)=O)c1	-7	-9	8	-3	1	6	-8	1
64	CCOc1cccc(CN2CCC(N3CCC(C(=O)NCC4CCCO4)CC3)CC2)c1 (stereo not drawn)	-5	0	4	15	-8	-4	2	-9
65	CCOC(=O)N1CCN(S(=O)(=O)c2ccc(OCC)c(C)c2)CC1	-6	10	-4	-7	-4	14	6	3
66	O=[N+]([O-])c1cc2c(cc1CN1CCN(c3ccccc3)CC1)OCO2	10	16	-16	-37	10	17	-8	-66
67	O=C(/C=C/c1ccccc1Cl)NCc1ccco1	3	-1	-11	-41	-6	8	-58	-30

# 15 compounds from above, ordered by length of the SMILES, low to high:
nr	SMILES	EBI2 block	Apaf1 inhib	UBC13 polyUb	Jurkat NFkB inh	SENP8 inh	CCR6 antag	Gli-Sufu block	697 NFkB inh
53	O=c1oc2ccccc2c2c1nnn2CCO	-5	-13	15	10	-1	-7	2	-14
38	COc1ccccc1C1CCN(Cc2ccccc2Cl)CC1	4	2	3	10	-3	24	-31	-3
58	O=C(Nc1cccc(F)c1)Nc1ccc2c(c1)OCO2	9	0	-2	-89	85*	2	-83	-107
49	Cc1csc(NC(=O)c2ccc(N3CCCC3=O)cc2)n1	7	-3	1	-24	63*	12	-25	-67
39	COC(=O)c1ccc2[nH]c(C(C)(C)O)c(C)c2c1	-15	6	-9	-29	-6	-4	-21	-16
51	O=C1NCCCCC1NS(=O)(=O)c1cccc(C(F)(F)F)c1 (stereo not drawn)	13	-2	2	-3	-3	-3	2	10
20	CC1=C(C(=O)OC(C)C)C(C)C(C(=O)OC(C)C)=C(C)N1	8	-2	18	8	4	4	14	12
64	CCOc1cccc(CN2CCC(N3CCC(C(=O)NCC4CCCO4)CC3)CC2)c1 (stereo not drawn)	-5	0	4	15	-8	-4	2	-9
6	Cc1cc(C)c(S(=O)(=O)N2CCCC2=O)c(C)c1N(C)S(C)(=O)=O	-4	2	-1	0	-2	-40	-4	-10
19	O=C(NC(=S)N1CCN(c2nc(-c3ccccc3)cs2)CC1)c1cncc(Br)c1	14	9	-2	16	-7	57*	3	0
55	COc1ccc2oc(=O)cc(CN3CCN(Cc4ccc(OC)c(OC)c4OC)CC3)c2c1	-11	7	0	0	0	12	16	0
12	COc1ccc(NC(=O)CCCCCN2C(=O)[C@@H]3Cc4ccccc4CN3C2=O)cc1Cl	4	10	0	3	-1	15	38	-14
52	CCN(CC)S(=O)(=O)c1cccc(NC(=O)CN2C(=O)NC3(CCC(C)CC3)C2=O)c1 (stereo not drawn)	2	5	0	34	2	4	4	13
33	O=C(NC1CC1)C1=C[C@H](c2ccc3c(c2)OCO3)C[C@H](OCc2ccc(CO)cc2)O1	-10	-2	-2	20	4	-3	-13	7
61	C=CCn1c(SCc2nc3sc(C(=O)O)c(C)c3c(=O)[nH]2)nnc1-c1ccc(C(C)(C)C)cc1	7	-4	-6	3	1	-1	-7	15
